Source: PubChem
KCNQ1 pot: potentiates or activates the human KCNQ1 potassium channel. B-score at 10 µM. CHO-K1 KCNQ1, thallium flux FluxOR fluorescence; stronger effect = higher value. 0.35% of 310,000 active. P51787;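 active means fluorescence ratio B-score, a plate-corrected score, at least three library SD, with initial intensity B-score within 5 SD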
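Medium – assay buffer, equal DMSO in all wells · Material – CHO-K1 cell line with stable KCNQ1 potassium channel expression · Signal – kinetic FluxOR thallium fluorescence, 10-s 1-Hz baseline, 110-s post-stimulus read · Compound – single concentration per compound, DMSO matched to controls · Schedule – 37 °C overnight plating, 90-min dark dye load, 20-min compound pretreatment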
HDAC3 inhib: human HDAC3 inhibition. 0.15% of 320,000 active. recombinant HDAC3, fluorogenic peptide/trypsin coupled, fluorescence. AID 2718. inhibition, % at 8.3 µM; in the data active means inhibition above about 26%, passing the limit was not always enough
hERG protect: compounds protecting human hERG from proarrhythmic drug block; CHO-hERG, FluxOR thallium flux, dofetilide IC70 present; AID 1511; activation (rescue from dofetilide block), less the hit threshold, % at 10 µM; 0.51% of 310,000 active;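 active means activation above the mean of controls blocked by dofetilide plus 5 SD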;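 further: thallium influx through hERG after potassium depolarization seen as dye fluorescence rise; in these data hits start at about 4.7%; inactives centre near -7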
Target sequence (Q12809 whole entry, looked up): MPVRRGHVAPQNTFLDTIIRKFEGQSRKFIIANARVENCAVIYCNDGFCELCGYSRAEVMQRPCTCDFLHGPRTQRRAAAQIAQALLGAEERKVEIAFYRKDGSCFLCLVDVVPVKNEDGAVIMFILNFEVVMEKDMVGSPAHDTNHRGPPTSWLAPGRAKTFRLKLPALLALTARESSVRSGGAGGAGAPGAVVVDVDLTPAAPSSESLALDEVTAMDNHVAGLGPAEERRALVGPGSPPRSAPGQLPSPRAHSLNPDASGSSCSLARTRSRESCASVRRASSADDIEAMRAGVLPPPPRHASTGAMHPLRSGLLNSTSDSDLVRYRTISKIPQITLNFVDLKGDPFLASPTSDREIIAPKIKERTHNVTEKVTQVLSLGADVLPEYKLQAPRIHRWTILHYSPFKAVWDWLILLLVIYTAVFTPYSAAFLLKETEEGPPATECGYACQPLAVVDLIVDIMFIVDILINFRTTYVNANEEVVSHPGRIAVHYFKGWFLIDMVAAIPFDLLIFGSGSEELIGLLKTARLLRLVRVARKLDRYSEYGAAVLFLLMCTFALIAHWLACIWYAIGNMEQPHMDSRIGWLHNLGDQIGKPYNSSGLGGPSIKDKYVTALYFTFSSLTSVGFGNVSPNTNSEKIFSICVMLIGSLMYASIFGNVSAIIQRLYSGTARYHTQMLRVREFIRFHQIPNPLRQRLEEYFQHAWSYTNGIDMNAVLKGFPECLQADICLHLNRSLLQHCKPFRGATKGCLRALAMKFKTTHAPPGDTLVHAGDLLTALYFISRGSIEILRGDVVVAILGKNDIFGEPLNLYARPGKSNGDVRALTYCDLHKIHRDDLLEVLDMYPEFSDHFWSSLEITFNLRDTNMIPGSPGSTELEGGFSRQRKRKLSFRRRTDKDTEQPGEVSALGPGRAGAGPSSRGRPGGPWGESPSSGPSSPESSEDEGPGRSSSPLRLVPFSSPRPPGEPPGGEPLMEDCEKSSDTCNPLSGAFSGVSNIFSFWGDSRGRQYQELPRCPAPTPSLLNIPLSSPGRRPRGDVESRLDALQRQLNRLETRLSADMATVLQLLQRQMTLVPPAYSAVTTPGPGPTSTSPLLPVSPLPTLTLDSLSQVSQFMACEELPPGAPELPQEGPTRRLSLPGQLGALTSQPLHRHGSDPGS
DYRK1A inh: blocks rat Dyrk1A kinase activity. ADP-Glo luminescence, NFATc1 peptide. 0.43% of 310,000 active. Q63470. inhibition, % at 12.5 µM; in the data active means inhibition above about 50%;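 further: plate controls were vehicle with enzyme for no effect and no enzyme for full effect; many of its hits are not listed in these tables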
TRPC4 act: opens the mouse TRPC4 cation channel; Q9QUQ5; HEK293 TRPC4beta/mu-opioid, Fluo4 calcium fluorescence; stronger effect = higher value; B-score at 10 µM; 0.49% of 310,000 active; AID 2237;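 active means B-score above 5 SD of library B-scores, and initial fluorescence ratio not above library mean plus 5 SD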;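 further: positive B-score marks a calcium rise read as TRPC4 activation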
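System – HEK293 cells stably co-expressing mouse TRPC4beta and mu-opioid receptor · Signal – Fluo4 calcium-sensitive dye fluorescence, kinetic, 1 Hz baseline · Benchmarks – buffer (low) and maximal DAMGO (high) · Read-out – B score of integrated fluorescence ratio per well · Incubation – dye loading 45 min room temperature, 110 s kinetic read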
KCNQ1 block: blocks the human KCNQ1 potassium channel. CHO-K1 KCNQ1, FluxOR thallium flux fluorescence; stronger effect = higher value. B-score at 10 µM. 1.3% of 310,000 active. AID 2642;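 active means compounds whose thallium flux B-score, printed positive for inhibition, exceeds three library SD while starting fluorescence stays within three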;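 further: channel opened by potassium depolarization with thallium stimulus after 20 min compound exposure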
TRPC4 potent: allosterically enhances the mouse TRPC4 cation channel; Q9QUQ5; HEK293 TRPC4beta/mu-opioid, DAMGO EC20, Fluo-4 Ca2+ flux; stronger effect = higher value; B-score at 10 µM; 0.42% of 310,000 active; AID 2227;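 active means B-score of calcium response area above 5 SD of library B-scores, with initial fluorescence ratio within 5 SD of library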;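 further: B-score of integrated fluorescence ratio over time as area under calcium response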
KCNK9 block: inhibitors of human KCNK9 two-pore domain potassium channel. Q9NPC2. HEK293 KCNK9, FluxOR thallium flux fluorescence; stronger effect = lower value. B-score at 10 µM. 1.2% of 310,000 active;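 active means ratio B-score over 3 SD below the library mean, with starting fluorescence within 5 SD of its mean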;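 further: negative B-score means less thallium flux so channel inhibition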
KCNK3 block: human KCNK3 channel inhibition, primary screen; O14649; CHO-KCNK3 thallium flux, FluxOR fluorescence; stronger effect = lower value; B-score at 10 µM; 0.84% of 340,000 active; AID 602410;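 active means B-score under library mean minus 4 SD, starting fluorescence ratio at most library mean plus 5 SD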;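 further: more negative B-score means stronger inhibition of thallium flux through KCNK3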
TMEM16A act: mouse TMEM16A channel activation, primary screen. Q8BHY3. HEK293 TMEM16A/YFP-H148Q/I152L, iodide quench fluorescence; stronger effect = lower value. B-score at 10 µM. 0.3% of 340,000 active. AID 623877;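 active means fluorescence-ratio B-score plate-corrected deviation score at least 3 library SD below zero, with starting fluorescence score within 5 deviations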;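 further: channel opened by trigger with iodide after compound preincubation; score built on the fluorescence ratio of max minus min over baseline; more negative score means more quench and so TMEM16A activation or potentiation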
TMEM16A inh: blocks the mouse calcium-activated chloride channel TMEM16A. HEK293 TMEM16A/YFP iodide influx fluorescence, ionomycin. Q8BHY3. normalized B-score (activity score, 25-100; higher = stronger inhibition) at 10 µM. AID 588511. 1.2% of 310,000 active;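 active means ratio plate-corrected score three or more library SD toward inhibition, starting fluorescence score within five deviations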;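 further: score derived from kinetic fluorescence span divided by baseline fluorescence per well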
Starred values were filed as active, the others as inactive; i = inactive; · = not tested or not shown. The list is partial, so the mix of outcomes need not match the whole.

SMILES	KCNQ1 pot	HDAC3 inhib	hERG protect	DYRK1A inh	TRPC4 act	KCNQ1 block	TRPC4 potent	KCNK9 block	KCNK3 block	TMEM16A act	TMEM16A inh
O=[N+]([O-])c1c(NCCCO)cc(Sc2nc3ccccc3s2)c2nonc12	i	1	-12	12	i	i	i	i	i	i	i
CC(C)c1cc(C(=O)N2CCCC(CCC(=O)N3CCN(c4ccccn4)CC3)C2)no1 (stereo not given)	i	1	-13	·	i	i	i	i	i	i	25*
CCOC(=O)c1c(NC(=O)CN2CCN(C(=O)c3ccco3)CC2)sc2c1CCCC2	14*	1	29*	4	i	i	i	i	i	i	i
Cc1oc2nc(SCC(=O)NCc3cccnc3)nc(N)c2c1C	i	-4	-13	-1	i	i	i	i	i	i	100*
O=C(CCn1c(SCC(=O)NCc2ccco2)nc2ccccc2c1=O)NCCc1ccccc1	i	-9	-12	3	i	i	i	i	i	i	i
Cn1c(=O)n(C)c2cc(S(=O)(=O)NCCOCCO)ccc21	i	1	-4	3	i	i	i	i	i	i	i
Cc1c2cn[nH]c(=O)c2c(C)n1Cc1ccc(F)cc1	i	4	-5	1	i	i	i	i	i	i	i
O=C(CCC(=O)N1CCN(S(=O)(=O)c2ccccc2)CC1)NC1CCCc2ccccc21 (stereo not given)	i	-2	-18	-4	i	i	i	i	i	i	i
O=C(NCc1nnc2n1CCCCC2)c1ccc(Cl)cc1Cl	i	2	-12	2	i	i	i	i	i	i	i
CCOc1ccccc1N1CCN(C(=O)c2cc(-c3cccnc3)nc3c(Cl)cccc23)CC1	i	-4	-16	3	i	i	i	i	i	i	i
COc1ccc(S(=O)(=O)Cc2ccc(C(=O)N3CCN(Cc4ccccc4)CC3)o2)cc1	i	5	-8	7	i	i	i	i	i	i	i
CCOc1ccc2[nH]c(C(=O)N/N=C/c3ccc(OC)cc3)cc2c1	i	5	-5	-2	i	i	i	i	i	i	i
O=C(Nc1nnc(-c2ccccn2)o1)c1cccc(Cl)c1	i	3	-3	·	i	i	i	i	i	i	i
COCCNC(=O)C(c1ccc(F)cc1)N(Cc1ccco1)C(=O)CCC(=O)Nc1ccccn1 (stereo not given)	i	4	-12	-4	i	i	i	i	i	i	i
Cc1cc(C)n(-c2ccc(C(=O)OCC(=O)Nc3ccccc3[N+](=O)[O-])cc2)n1	i	-1	-5	12	i	i	i	i	i	i	i
O=C1/C(=C/c2ccccn2)SC(=S)N1NS(=O)(=O)c1ccccc1	i	1	-2	0	i	i	i	i	i	i	i
CNC(=S)Nc1ccc([N+](=O)[O-])c(C)c1	i	2	-19	15	i	i	i	i	i	i	i
Cc1cc(=O)oc2cc(OCC(=O)NCc3ccccn3)ccc12	i	-11	-3	6	i	i	i	i	i	i	i
COc1ccc(C2CC(=O)c3cnc(N4CCc5ccccc54)nc3C2)c(OC)c1 (stereo not given)	i	3	-7	·	i	i	i	i	·	·	i
CC(=O)Nc1c(C(=O)NCc2ccccc2)nnn1Cc1ccccc1	i	4	-2	2	i	i	i	i	i	i	i
Cc1c(C(=O)OC2CCC(C)CC2)[nH]c2c1C(=O)CCC2 (stereo not given)	i	3	-9	-2	i	i	i	i	i	i	i
Cc1c(NC(=O)COC(=O)CSc2ccc(C(N)=O)cc2[N+](=O)[O-])c(=O)n(-c2ccccc2)n1C	i	10	-4	7	i	i	i	i	i	i	i
CCCCCOC(=O)C1=C(C)NC(=O)NC1c1ccc(OC)cc1 (stereo not given)	i	2	-6	-4	i	i	i	i	i	i	i
CCCNC(=O)NC(=O)COC(=O)CC(NC(N)=O)c1ccc(Cl)cc1 (stereo not given)	i	6	-10	1	i	i	i	i	i	i	i
CC1(C)OC(=O)C(=CNc2ccccc2F)C(=O)O1	i	2	-9	2	i	i	i	i	i	i	i

Going on with the list.
SMILES	KCNQ1 pot	HDAC3 inhib	hERG protect	DYRK1A inh	TRPC4 act	KCNQ1 block	TRPC4 potent	KCNK9 block	KCNK3 block	TMEM16A act	TMEM16A inh
CC1(C)Cc2c(sc(NC(=O)c3ccc(C(=O)c4ccccc4)cc3)c2C#N)C(C)(C)N1	i	-1	-12	2	i	i	i	i	i	i	i
O=C(CN1CCN(S(=O)(=O)c2ccccc2)CC1)Nc1ccc2c(c1)CCC2	i	0	-11	4	i	i	i	i	i	i	i
CC(NS(=O)(=O)c1ccc2c(c1)CC(C)N2C(=O)C1CC1)c1ccccc1 (stereo not given)	i	2	-11	-2	i	i	i	i	i	i	i
CC(=O)N(Cc1ccc(F)cc1)C1=C(NCCc2ccccc2)C(=O)c2ccccc2C1=O	i	9	-15	3	i	i	i	i	i	i	i
COc1ccc(-c2cn3c(C)c(C(=O)N4CCN(c5ccc(F)cc5)CC4)sc3n2)cc1	i	-1	-5	4	i	i	i	i	i	i	i
O=C(CN1CCOCC1)Nc1scc(-c2ccccc2)c1C(=O)N1CCOCC1	i	1	-7	-9	i	i	i	i	i	i	i
COc1ccc(-c2nn(-c3ccccc3)cc2/C=N/NC(=O)c2cccc(S(=O)(=O)Nc3ccccc3Cl)c2)cc1	i	-8	2	-1	i	i	i	i	i	i	i
CCCNC(=O)OC[C@H]1O[C@H](CCO/N=C/[C@@H](NS(=O)(=O)c2ccc(C)cc2)[C@H](C)/C=C/CC(=O)OC)C=C[C@@H]1Oc1ccc(OC)cc1	i	·	-10	·	i	i	i	i	·	·	·
Nc1nnc(CC(=O)N/N=C/c2ccc(-c3ccccc3)o2)s1	i	3	-3	7	i	i	i	i	i	i	i
Cc1ccc(-c2ccnc3nc(Sc4ncc(C(F)(F)F)cc4Cl)nn23)cc1	i	3	-13	8	i	i	i	i	i	i	i
O=C(COC(=O)c1nn(-c2ccccc2C(F)(F)F)cc1O)c1ccc(OC(F)F)cc1	i	2	-11	10	i	i	i	i	i	i	i
O=C(Nc1ccc(Cl)cc1)N1CCN(Cc2ccc3c(c2)OCO3)CC1	i	5	-9	3	i	i	i	i	i	i	i
O=C(COC(=O)CN1C(=O)C(=O)c2ccccc21)OCN1C(=O)c2ccccc2C1=O	i	1	-10	-2	i	i	i	i	i	i	i
Cc1ccc(C2=NOC3(CC(=O)N(c4ccccc4)C3=O)C2)cc1 (stereo not given)	i	5	-8	-3	i	i	i	i	i	i	i
O=C(OCC(=O)N1CCN(C(=O)c2ccco2)CC1)c1cccc(S(=O)(=O)N2CCc3ccccc32)c1	i	7	-8	6	i	i	i	i	i	i	i
CCCn1c(=O)[nH]c(=O)c2c1nc(-c1cc([N+](=O)[O-])ccc1Cl)n2CCOC	i	3	-2	-3	i	i	i	i	i	i	i
CCOc1ccccc1NS(=O)(=O)c1ccc(Br)s1	i	-2	0	0	i	i	i	i	i	i	i
O=C(NCCCn1ccnc1)c1ccccc1NS(=O)(=O)c1ccc(F)c(F)c1	i	-3	-10	0	i	i	i	i	i	i	i
O=C(Nn1cnc2ccccc2c1=O)c1ccc([N+](=O)[O-])cc1Cl	i	-7	-14	-1	i	i	i	i	i	i	i
Cc1nn(CC(=O)NNC(=O)c2ccccc2F)c([N+](=O)[O-])c1Br	i	3	-7	·	i	i	i	i	i	i	i
C=CCNC(=O)C1CC2Cn3c(nc4cc5ccccc5cc43)C2N1C (stereo not given)	i	-1	-2	1	i	i	i	i	i	i	i
CCCCCC(=O)Nc1cccc(C2=NOC3(C2)C[C@H](C(N)=O)N(C(=O)COc2ccc(Cl)cc2)C3)c1 (stereo not given in full)	i	6	-5	1	i	i	i	i	i	i	i
Cc1ccc(C)c(NC(=S)NCCc2ccc(F)cc2)c1	i	2	-4	-4	i	i	i	i	i	i	i
O=C(NC1CCCCC1)c1ccc(-n2cnnn2)cc1	i	-4	-11	-5	i	i	i	i	i	i	i
Cc1ccc(S(=O)(=O)N2CCOc3ccccc32)c(C)c1NS(C)(=O)=O	i	2	-7	-3	i	i	i	i	i	i	i

Next part (2 carried over from the part before).
SMILES	KCNQ1 pot	HDAC3 inhib	hERG protect	DYRK1A inh	TRPC4 act	KCNQ1 block	TRPC4 potent	KCNK9 block	KCNK3 block	TMEM16A act	TMEM16A inh
O=C(NC1CCCCC1)c1ccc(-n2cnnn2)cc1	i	-4	-11	-5	i	i	i	i	i	i	i
Cc1ccc(S(=O)(=O)N2CCOc3ccccc32)c(C)c1NS(C)(=O)=O	i	2	-7	-3	i	i	i	i	i	i	i
Cc1ccc(OCCN2CCN(c3ncnc4sc(C)c(C)c34)CC2)cc1	i	-1	-19	7	i	11*	i	i	-11*	i	i
COCCOc1cc(NC(=O)CS(=O)(=O)CC(=O)N(C)C)c(Cl)cc1Cl	i	-3	-1	-1	i	i	i	i	i	i	i
C/C(=N\NC(=O)c1nnn(-c2nonc2N)c1CN(C)C)c1ccco1	i	0	-3	-5	i	i	i	i	i	i	i
CN(CC(=O)N1CCN(c2ncccn2)CC1)S(=O)(=O)c1ccc(Cl)cc1	i	-1	-10	-4	i	i	i	i	i	i	i
CS(=O)(=O)c1ccccc1C(=O)Nc1cccc2ncccc12	i	1	-3	0	i	i	i	i	i	i	i
Nc1cc(C(=O)OCC(=O)N2CCOCC2)ccc1Cl	i	-2	-1	2	i	i	i	i	i	i	i
CCOC(=O)CSCC(=O)Nc1c(C(=O)C2CC2)oc2ccccc12	i	-1	-12	-4	i	i	i	i	i	i	i
Cc1oc2cc3oc(=O)c(CC(=O)N[C@H](C(=O)N[C@@H](C(=O)O)c4ccccc4)C(C)C)c(C)c3cc2c1C	i	-1	-3	9	i	i	i	i	i	i	i
Cc1nc(NCc2ccco2)[nH]c(=O)c1CCC(C)C	i	0	-12	1	i	i	i	i	i	i	i
CCOC(=O)c1c(C)[nH]c(C(=O)OCC(=O)Nc2cc(C)ccc2OC)c1C	i	-7	0	-16	i	i	i	i	i	i	i
COc1ccc(-c2csc3nc(-c4ccccc4F)oc(=O)c23)cc1OC	i	6	-11	·	i	i	i	i	i	i	i
CCOC(=O)c1nc(C)n(-c2cc(OC)c(Cl)cc2Cl)n1	i	8	-5	-3	i	i	i	i	i	i	i
O=C1CSCC(=O)N1Cc1ccc(Cl)c(Cl)c1	i	-1	-5	5	i	i	i	i	i	i	i
O=C(COC(=O)C12CC3CC(CC(O)(C3)C1)C2)NCCc1ccc(Cl)cc1	i	-1	-11	13	i	i	i	i	i	i	i
O=C(CN1CCN(c2cccc(Cl)c2)CC1)c1ccc(O)cc1O	i	7	0	-1	i	i	i	i	i	i	i
CCCCNC(=O)c1cn(C)c2ccc(S(=O)(=O)N3CC(C)CC(C)C3)cc2c1=O (stereo not given)	i	8	-8	-1	i	i	i	i	i	i	i
O=C(O)Cn1cc(C(=S)N2CCOCC2)c2ccccc21	i	5	-1	3	i	i	i	i	i	i	25*
